Cycloheximide cs – Cycloheximide Counterscreen for Small Molecule Inhibitors of Shiga Toxin | cell reporter, cycloheximide protein synthesis inhibition counterscreen | max response, % | hit rate 12% among 300,000 | AID 2314, 2010; in the data active = max response mostly above about 13%, no sharp cut-off; inactive = mostly below about 14%; also: read at 38.3 µM for the half of the compounds with a filed dose; 0% is about no effect
AMA1-RON2 inh – qHTS for Inhibitors of AMA1-RON; Towards Development of Antimalarial Drug Lead: Primary Screen | AlphaScreen AMA1-biotinylated RON2 peptide binding | Potency, µM (top dose mostly 58.2 µM), for the others: at the highest dose activity change, negative = inhibition, usual class: inhibitors | hit rate 0.2% among 360,000 | AID 720542, 2013;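 also: potency is read from the fitted curve at half-maximal effect; 0% = vehicle wells and -100% = peptide control; nearly all actives have a fitted effect of over 45% in size; some results filed as inactive show a strong effect at the top dose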
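AMA1 (3D7) with his tag at 25 nM final met compounds first, then biotinylated RON2 peptide at 25 nM; detection used donor plus acceptor beads, 10 µg/mL apiece, read by AlphaScreen after 30 min at room temperature.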
FBPA Giardia inh – qHTS Assay for Inhibitors of Fructose-1,6-bisphosphate Aldolase from Giardia Lamblia | A8B2U2 | hit rate 0.71% among 290,000 | Potency, µM (top dose mostly 59.6 µM), inactives show top-dose activity, negative = inhibition, hits mostly inhibitors | purified Giardia FBPA; also: potency is read from the fitted curve at half-maximal effect; % is scaled to controls: 0 for no effect and ±100 for the full control effect; nearly all actives have a fitted effect of over 55% in size
Target sequence (A8B2U2 whole entry, looked up): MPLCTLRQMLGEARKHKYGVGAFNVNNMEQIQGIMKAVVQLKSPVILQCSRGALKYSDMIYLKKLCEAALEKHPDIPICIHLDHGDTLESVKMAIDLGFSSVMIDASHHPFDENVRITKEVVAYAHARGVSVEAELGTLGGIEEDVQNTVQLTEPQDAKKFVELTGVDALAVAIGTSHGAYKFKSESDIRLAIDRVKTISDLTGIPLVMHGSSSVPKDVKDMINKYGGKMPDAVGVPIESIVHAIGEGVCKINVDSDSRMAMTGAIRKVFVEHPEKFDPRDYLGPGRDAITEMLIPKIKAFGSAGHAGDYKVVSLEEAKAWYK
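Giardia FBPA (40 nM reagent) was preincubated 10 min at RT with compound (up to 57.5 uM final), then substrate plus GAPDH/TPI/NAD/arsenate coupling system with diaphorase/resazurin was added; resorufin fluorescence (525/598 nm) was read after 20 min.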
AmpC no deterg – qHTS Inhibitors of AmpC Beta-Lactamase (assay without detergent); P00811; AmpC nitrocefin hydrolysis, absorbance 480 nm, 0.0001% Triton; Potency, µM (titrated, usually from 57.1 µM), for the others: at the highest dose activity change, negative = inhibition, most hits filed as inhibitors; hit rate 0.52% among 330,000;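 also: potency is read from the fitted curve at half-maximal effect; plate controls were no compound for no effect and no enzyme for full effect; nearly all actives have a fitted effect of over 20% in size; some results filed as inactive show a strong effect at the top dose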
Target sequence (P00811 whole entry, looked up): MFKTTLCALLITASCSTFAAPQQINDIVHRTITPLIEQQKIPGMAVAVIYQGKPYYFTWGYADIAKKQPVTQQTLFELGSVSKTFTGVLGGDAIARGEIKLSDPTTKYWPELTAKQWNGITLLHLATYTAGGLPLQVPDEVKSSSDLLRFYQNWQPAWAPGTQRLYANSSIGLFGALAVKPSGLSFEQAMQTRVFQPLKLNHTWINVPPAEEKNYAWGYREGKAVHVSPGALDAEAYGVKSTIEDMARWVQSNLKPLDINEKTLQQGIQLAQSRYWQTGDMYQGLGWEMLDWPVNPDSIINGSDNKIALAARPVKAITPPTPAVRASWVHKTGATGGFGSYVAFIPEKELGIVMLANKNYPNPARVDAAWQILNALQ
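AmpC (5.3 nM in the dispensed reagent) in 20 mM phosphate pH 7.0 with 0.01% (detergent screen) or 0.0001% Triton X-100 was preincubated with compounds for 15 min at room temperature. Nitrocefin was then added from an 800 uM solution, and hydrolysis was followed at 480 nm.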
AmpC inh detg – qHTS Inhibitors of AmpC Beta-Lactamase (assay with detergent). AID 485294, 2010. AmpC hydrolysis of nitrocefin, absorbance 480 nm, 0.01% Triton. Potency, µM (doses to about 114 µM), for inactives: top-dose activity change, negative = inhibition, usual class: inhibitors. P00811. hit rate 0.041% among 370,000;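 also: potency is read from the fitted curve at half-maximal effect; 0% = no-compound wells and -100% = no-enzyme wells; nearly all actives have a fitted effect of over 25% in size; some results filed as inactive show a strong effect at the top dose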
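20 mM phosphate pH 7.0 + 0.01% (detergent screen) or 0.0001% Triton X-100; 5.3 nM AmpC reagent; cpd preinc 15 min RT; nitrocefin (800 uM stock) to start; A480 q20 s × 4 min; Activity was normalised to no-enzyme and no-compound control wells.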
Shiga inhibitor – A qHTS for Small Molecule Inhibitors of Shiga Toxin; hit rate 9.2% among 290,000; inhibition, % at 38.7 µM; Vero cells, Shiga toxin protein synthesis inhibition reporter; in the data active = inhibition mostly above about 28%, no sharp cut-off; inactive = mostly below about 43%; also: 0% is about no effect
HCMV antiviral – qHTS Assay for inhibitors of the human cytomegalovirus (HCMV) | hit rate 4.5% among 410,000 | HFF cells, HCMV-luciferase reporter, 72 h; stronger effect = lower value | activity change, negative = inhibition, % at 57.5 µM; in the data active = activity change below about -60%; inconclusive = no clear call, values can overlap the other calls; inactive = above about -39%; also: % is scaled to controls: 0 for no effect and ±100 for the full control effect
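Two compound doses tested in HFFs infected with HCMV-luciferase, MOI 1 PFU/cell, 72 h at 37C. Lysate luminescence read with OneGlo; data normalized against buffer-only and 10uM Salinomycin inhibitor controls.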
Active calls of the source: *; ? = inconclusive; . = not tested or not shown; [ ] = dose if it differs, or a comment. Unless noted, calls follow the shape of the dose curve; as a rule, active = well fitted curve in the direction sought with a large enough effect; inconclusive = small, poorly fitted or top-dose-only effect, or another doubt; inactive = no such curve, though single readings can be large; an effect the other way counts as inactive or inconclusive.

Fields – Cycloheximide cs	AMA1-RON2 inh	FBPA Giardia inh	AmpC no deterg	AmpC inh detg	Shiga inhibitor	HCMV antiviral
#1 CON(C)C(=O)/C=C/CCCCNC(=O)OC(C)(C)C
 : .	3%	.	6%	.	.	20
#2 Cc1ccc(N(C(C)C(=O)Nc2ccc(S(=O)(=O)N3CCOCC3)cc2)S(C)(=O)=O)cc1C (stereo unspecified)
 : 0	-4%	-3%	29%	?	13	5
#3 O=C(O)c1ccc(-c2nnn(Cc3ccccc3F)n2)cc1
 : -2	2%	23%	-18%	1%	19	23
#4 CC(=O)Nc1ccc(NC(=O)COC(=O)c2ccc(Cl)nc2)cc1
 : .	-4%	.	-8%	-11%	.	-1
#5 O=c1ncn(-c2ccccc2C(F)(F)F)c2ncccc12
 : 0	-6%	-6%	-15%	-14%	26	-11
#6 O=c1[nH]c(SCc2cccc([N+](=O)[O-])c2)nc2[nH]ncc12
 : -4	5%	-12%	-11%	4%	28	-16
#7 C/C(CCc1ccc2c(c1)OCO2)=N\NC(=O)c1ccccc1Cl
 : 24*	7%	-6%	-21%	-6%	13	-11
#8 Fc1ccccc1OCCCCCCN1CCCC1
 : 17*	3%	-10%	52%[activator]	4%	42	5
#9 CCn1c(CSc2nnc(C)n2-c2ccccc2)nc2cc(S(=O)(=O)N(C)C)ccc21
 : -4	-11%	-3%	30%	-10%	-11	0
#10 COc1cccc(C2Nc3cccc4cccc(c34)N2)c1
 : 1	-17%	-15%	-16%	0%	-2	-11
#11 O=C(Nc1cccc(-c2csc(Nc3ccc(Cl)cc3)n2)c1)c1cccc(C(F)(F)F)c1
 : 12*	-1%	-6%	-45%	-5%	42*	-33
#12 Cc1ccc(NC(=O)CN(C)CC(=O)N(C)Cc2ccccc2)cc1
 : .	3%	.	46%	-3%	.	-18
#13 COc1ccccc1NC(=S)N(Cc1ccccc1)Cc1cccs1
 : 13	-7%	?	-27%	-3%	-3	-20
#14 NC(=O)[C@@H]1CCCCNc2c(F)cc([N+](=O)[O-])cc2C(=O)N[C@@H](CC(=O)O)C(=O)N[C@@H](CCC(=O)O)C(=O)N1
 : -4	27%	-1%	-8%	?	-13	.
#15 COc1ccc(/C=C/C(=O)OCC(=O)Nc2cc(C(F)(F)F)ccc2Cl)cc1
 : -3	4%	2%	-7%	3%	-1	7
#16 Cn1ccnc1SCC(=O)Nc1ccc([N+](=O)[O-])cn1
 : -3	1%	-9%	-11%	-7%	-7	6
#17 CCN(CC)S(=O)(=O)c1cc(C(=O)N2CCc3ccccc32)ccc1Cl
 : 5	-21%	1%	-5%	0%	-18	-29
#18 COc1ccc(/C=C/C(=O)OCC(=O)Nc2cc(S(=O)(=O)N(C)C)ccc2Cl)cc1
 : 13*	-19%	3%	-14%	2%	58*	-36
#19 C=CCCCCCCCC(=O)OC
 : 11	17%	14%	-11%	2%	-4	22
#20 CCO/N=C/C(=O)Nc1ccc(F)cc1F
 : -2	10%	0%	-12%	0%	2	-29
#21 Cc1cccc(OCC(=O)Nc2cc(NC(=O)COc3cccc(C)c3)cc(C(=O)O)c2)c1
 : -1	-5%	2%	-12%	-12%	-7	-10
#22 CC(C)(C)OC(=O)N1CCC(NC(=O)c2nc[nH]c2C(=O)NC2CCN(C(=O)OC(C)(C)C)CC2)CC1
 : .	92%[activator]	.	141%[activator]	-4%	.	22
#23 COc1ccccc1C(=O)NCC(=O)N/N=C/c1ccncc1
 : 11	-21%	-3%	-8%	-13%	-6	-19
#24 Cc1ccc2nc(NS(=O)(=O)c3cn(C)nc3C)sc2c1
 : 3	-4%	.	-39%	-1%	-16	55
#25 C=CCNC(=S)N1CCC(C(=O)c2ccc(F)cc2)CC1
 : 1	-3%	?	10%	-3%	3	-11
#26 CC(=O)Nc1ccc(NC(=O)C2CCCCC2C(=O)O)cc1 (stereo unspecified)
 : 8	-5%	-2%	-14%	0%	14	16
#27 COc1ccccc1NS(=O)(=O)c1ccc(-c2cc(C)no2)s1
 : -3	5%	15%	-32%	-1%	-3	-40
#28 Cc1ccc(NC(=O)C2(NC(=O)c3cccc(N4C(=O)CSC4c4ccccc4)c3)CCCCC2)cc1 (stereo unspecified)
 : -3	-19%	1%	-5%	-3%	12	21
#29 C=CCn1c(SCC(=O)NCC(c2ccccc2)N(C)C)nnc1C1CCCCC1 (stereo unspecified)
 : .	67%[activator]	.	22%	?	.	-20
#30 COc1ccc(-c2oc3ncnc(NCCCN(C)C)c3c2-c2ccc(OC)cc2)cc1
 : -4	-5%	0%	193%[activator]	2%	4	-84*
#31 CC(C)c1ccc(N(CC(=O)Nc2ccc(S(=O)(=O)N3CCOCC3)cc2)S(C)(=O)=O)cc1
 : 10	-2%	-3%	50%	0%	24	37
#32 Cc1ccc2c(c1)CC1(CN2C)C(=O)NC(=O)N(c2cccc(C)c2C)C1=O (stereo unspecified)
 : -4	18%	-11%	-24%	?	6	48
#33 O=c1ccc(Cl)n[nH]1
 : -1	7%	4%	-14%	?	23	-6
#34 COc1cc(-c2nnn(CC#N)n2)ccc1OCc1ccccc1
 : 30*	-4%	0%	-23%	-10%	64*	41
#35 Cc1ccc(C(=O)N/N=C2/NC(=O)CC(C(=O)Nc3ccccc3)S2)cc1 (stereo unspecified)
 : -3	41%[activator]	22%	-29%	-12%	-9	3
#36 COCC1CCCCN1C(=O)c1cc(COc2ccc3ncccc3c2)on1 (stereo unspecified)
 : 8	-6%	.	32%	-3%	-5	-84*
#37 O=C(Nc1nc2nccc(-c3ccccc3)n2n1)C(Cl)(Cl)Cl
 : -2	0%[2.32 µM]	-1%	-10%	-8%	2	-16
#38 Cc1ccsc1C(=O)N1CCN(C(=O)c2ccco2)CC1
 : .	-29%	.	-16%	3%	.	-7
#39 Cc1cc(=O)oc2cc(OCC(=O)Nc3ccc(CN4CCOCC4)cc3)c(Cl)cc12
 : 18	0%	-2%	18%	-4%	-11	-18
#40 Cc1ccc(CNS(=O)(=O)c2cccc3nsnc23)cc1
 : -3	33%[activator]	-3%	-44%	0%	-11	-27
#41 O=C(CCC(=O)c1cccs1)OCc1nnc(-c2ccccc2)o1
 : -1	7%	5%	-25%	5%	-7	9
#42 Clc1cc(I)cc(Cl)c1NC1=NCCN1
 : .	-5%	0%	.	.	.	-2
#43 CCOc1ccc(CNC(=S)N/N=C\c2ccc([N+](=O)[O-])cc2)cc1
 : 12*	41%[activator]	-23%	-20%	1%	9	-13
#44 CCCCCCSc1ccc([C@@H]2[C@H]3C(=O)N(CC)C(=O)[C@H]3[C@]3(C(=O)OC)CCCN23)cc1
 : .	-6%	.	152%[activator]	-11%	.	62
#45 CCC(CC)c1nnc(NC(=O)CC(C)c2ccccc2)s1 (stereo unspecified)
 : -1	-3%	-6%	-24%	-20%	-2	-9
#46 Cc1cc(C(=O)CSc2nnc(-c3cccnc3)n2-c2ccccc2F)c(C)n1C
 : -1	-21%	-3%	60%[activator]	-13%	-5	-24
#47 CCCN(CC(=O)Nc1ccccc1C)C(=O)Cc1coc2cc(C)ccc12
 : -3	0%	.	9%	3%	12	-11
#48 Oc1ccccc1-c1nc(N2CCCC2)c2ccccc2n1
 : -4	1%	5%	-24%	?	-16	19
#49 N=C1SC(CC(=O)Nc2ccccc2[N+](=O)[O-])C(=O)N1c1ccccc1 (stereo unspecified)
 : -4	17%	0%	-19%	-1%	-7	3
#50 CCCS(=O)(=O)N1CCC(C(=O)NCCN2CCCC2)CC1
 : -1	2%	-25%	40%	?	-3	-12
#51 COc1ccc(C2/C=C\CN(C(=O)C3CCCCC3)C(C)C(=O)N2Cc2ccc(F)cc2)cc1 (stereo unspecified)
 : -10	.	0%	.	.	-3	.
#52 Cc1ccc(Cl)cc1N1CCN(C(=O)C(=O)N2CCCCC2)CC1
 : -2	8%	6%	27%[2.29 µM]	?	19	?
#53 COc1ccc(CNC(=O)C(OC(=O)c2ccco2)c2ccccc2)cc1 (stereo unspecified)
 : 3	-8%	.	-33%	0%	9	-14
#54 CC1(C)CC(=O)c2c(oc3ccc(NS(=O)(=O)c4ccc(C(=O)O)cc4)cc23)C1
 : 20	-4%	?	-29%	-8%	-17	-1
#55 O=C(O)c1cccc(N2C(=O)C3CC=CCC3C2=O)c1 (stereo unspecified)
 : 0	-7%	5%	-13%	?	3	-3
#56 C/C=C/c1ccc(OCC(=O)N2CCc3cc(OC)c(OC)cc3C2)c(OC)c1
 : -5	-28%	-3%	119%[activator]	-9%	-5	118
#57 CC(=O)Nc1ccc(S(=O)(=O)N2CCN(c3cc(C(F)(F)F)ccn3)CC2)cc1
 : -2	-8%	-4%	33%	3%	13	?
#58 O=C(CSc1ncnc2sccc12)NCc1ccc2c(c1)OCO2
 : .	21%	.	-15%	-14%	.	0
#59 CCOc1c2ccc(C(=O)NCc3ccccc3OC)cc2nn1CC
 : -3	0%	0%	-1%	2%	-19	66
#60 COc1ccc(OCCCC(=O)NCCc2ccc(OC)c(OC)c2)cc1
 : -2	-6%	-3%	-4%	?	-11	5

Other entries.
Fields – Cycloheximide cs	AMA1-RON2 inh	FBPA Giardia inh	AmpC no deterg	AmpC inh detg	Shiga inhibitor	HCMV antiviral
#61 CC1CC=CC2C1C(=O)N(Cc1ccccc1)C2c1cccc([N+](=O)[O-])c1 (stereo unspecified)
 : 8	.	0%	.	.	-2	.
#62 O=C(NNC(=S)NCc1ccccc1)c1cccnc1
 : 4	132%[activator]	?	-14%	9%	7	72
#63 CCOC(=O)c1ccc(S(=O)(=O)NNC(=O)Cc2csc(C)n2)cc1
 : .	-3%	.	-12%	.	.	-10
#64 O=C(CCn1c(=S)[nH]c2ccccc2c1=O)NCCCN1CCOCC1
 : -1	4%	-5%	-7%	-1%	-14	7
#65 COCCC(=O)N1CCC(Oc2ccc(C(=O)NCCn3cccn3)cc2)CC1
 : -2	13%	-12%	1%	?	-10	12
#66 CC1CCN(c2ccc(-c3cccs3)nn2)CC1
 : 3	-4%	-15%	-8%	0%	-7	-66*
#67 CN(c1ccccc1)S(=O)(=O)c1cccc(C(=O)OCC(=O)NCc2ccccc2)c1
 : .	7%	.	3%	.	.	19
#68 O=[N+]([O-])c1cccc(S(=O)(=O)NCCc2cn3ccccc3n2)c1
 : 0	-14%	-1%	-11%	3%	13	10
#69 O=C(/C=C/c1cn(-c2ccccc2)nc1-c1cccnc1)N1CCCC1
 : -2	-7%	3%	2%[11.4 µM]	-7%	-5	17
#70 O=c1c(Cl)c(NC2CC2)cnn1-c1ccccc1
 : 31*	-10%	2%	-26%	6%	107	55
#71 Cc1ccc(Sc2ncnc(N)c2[N+](=O)[O-])cc1
 : -2	-2%	-1%	-2%	-9%	-11	-17
#72 COc1cc(C2Nc3ccccc3C(=O)N2NS(C)(=O)=O)c([N+](=O)[O-])cc1OC (stereo unspecified)
 : 7	12%	-18%	-19%	0%	23	-21

Source: PubChem

No enrichment for hits, and some 16% of all compounds hit somewhere here.
